High-throughput results (PubChem)
PglD DTNB: PglD (C. jejuni) enzyme inhibition. inhibition, % at 12.5 µM. purified PglD enzyme, DTNB colorimetric CoA detection. AID 602405. 360,000 tested, 0.098% active; in the data active = inhibition above about 16%, passing the limit was not always enough; inconclusive = no clear call, values can overlap the other calls; note: strong numbers were not always called active
C2C12 statin: protects C2C12 myotubes from simvastatin toxicity | AID 602340 | rescue of ATP level, % at 7.49 µM | ATP luminescence, 48 h; scaled: DMSO 0, geranylgeraniol control 100 | 330,000 tested, 0.78% active;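 active = mean ATP rescue above about 67%, or every replicate alone reaching that limit, limit read from the data, passing the limit was not always enough; inconclusive = no clear call, values can overlap the other calls; inactive = mean under the limit and some replicate under it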;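 note: myotubes were challenged with 10 µM simvastatin during compound exposure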
INS-1E GSIS act: GLuc luminescence reporter in INS-1E cells, primary screen for activators of glucose-dependent secretion of insulin | AID 743287 | activation, % at 16.6 µM | INS-1E GLuc reporter insulin secretion, 2-3 h | 370,000 tested, 0.61% active;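 active = lowest replicate activation of at least 40%, so every replicate reaches that level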;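 note: 0% = median of neutral control wells and 100% = median of IBMX positive control wells; some compounds called inactive have numbers as strong as hits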
Cneo AK release: causes C. neoformans cell lysis; adenylate kinase release luminescence, 4 h; normalised: neutral wells 0, clomiphene wells 100; lysis activity, % at 15 µM; 360,000 tested, 0.2% active; AID 651654;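 active = mean lysis activity across replicates of at least 80%, whatever share of replicates individually reach that level; inactive = mean lysis activity below 80%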
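Schedule: static 4 h at 37 °C with compound, 1 h detection; system: C. neoformans cells; benchmarks: Clomiphene as positive control; buffer or medium: fresh YPD medium; measure: luminescence rise reflecting yeast cell lysis; measured by: luminescent adenylate kinase detection reagent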
FN deposition inh: fibronectin deposition inhibition | AH1F fibroblasts, Alexa488-fibronectin deposition fluorescence, overnight | inhibition, % at 12.6 µM | 350,000 tested, 0.086% active;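 active = mean inhibition across replicates of 30% or more, regardless of how many single replicates reach that level; inconclusive = mean under 30% yet at least half of replicates reach 30%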;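 note: positive control wells lacked labelled fibronectin entirely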
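Assay system: AH1F fibroblast monolayer, labelled fibronectin deposition. Amount: 10000 cells per well. Also added: labelled fibronectin 24 nM. Compound: single-point pinned compound. Incubation: cell attachment 1 h, compound and FN exposure overnight. Detection: fluorescence after three HBSS washes, excitation 485 nm, emission 525 nm. Read-out: inhibition of fibronectin deposition signal.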
PGC1a acetyl inh: modulators of PGC1a acetylation; U2OS PGC1a acetylation, AlphaScreen anti-acetyl-lysine; with virally co-expressed GCN5 acetyltransferase; inhibition, % at 15.6 µM; 350,000 tested, 0.17% active;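 active = every replicate shows inhibition of at least 40%; inconclusive = mean inhibition at least 40% but some replicate below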;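 note: 0% = neutral control wells and 100% = positive control wells; some results beyond the cut were filed as inactive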
CFTR F508del cor: correctors of CFTR F508del function in bronchial epithelial cells | CFBE cells, YFP halide quenching; stimulated with forskolin plus potentiator P3; % fluorescence drop versus neutral controls | 350,000 tested, 0.36% active | activity (quench increase), % at 7.58 µM;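 active = mean added fluorescence quench of at least 8% versus neutral control, with both replicates also reaching 8%; inconclusive = only one of the mean or replicate conditions met; inactive = mean below 8% and not both replicates reaching 8%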;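 note: cells transiently co-express mutant CFTR-F508del with the halide-sensitive YFP; corrector assay measuring rescue of mutant channel to the surface after 24 h compound exposure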
miR-122 sensor: blocks miR-122 activity in Huh7 sensor cells; Huh7 miR-122 Renilla luciferase sensor, 48 h; neutral wells = 0, positive control = 100; activation (reporter increase), % at 12.5 µM; 340,000 tested, 0.3% active;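 active = mean replicate activation score at least 90 and every replicate individually at or above 90; inconclusive = only one of the two criteria met; inactive = neither criterion met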;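 note: higher luciferase means less miR-122 activity so hits act as miR-122 inhibitors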
The depositor's hits bear a star; u = inconclusive; x = no result given; [ ] = remark or other dose. The order is random; overall some 2.1% were active at least once.

1. CCOC(=O)N1CCN(C(=O)CSCc2ccc(Cl)cc2)CC1
2. CCC(=O)N1CCc2cc(S(=O)(=O)NC(C(=O)N3CCc4ccccc4C3)C(C)C)ccc21 (stereo not given)
3. CC1(C)[C@H]2CC[C@]1(C)[C@@H](OC(=O)C[N+]1(C)CCOCC1)C2
4. Cc1ccccc1C(=O)N1CCC(C(=O)Nc2ccccc2Cl)CC1
5. COc1cccc(/C=C/C(=O)OCC(=O)N(C)CC(=O)Nc2ccccc2Cl)c1OC
6. CCC(=O)c1ccc(OCC(=O)OCC(=O)Nc2ccc(C)c(S(=O)(=O)N3CCCCC3)c2)cc1
7. O=C(Nc1cccs1)N1CCN(c2ncccn2)CC1
8. O=C(CSc1n[nH]c(C2CCCC2)n1)NC1CCCC1
9. COc1cc(C(=O)N2CCCCC2c2cc(C(=O)Nc3ccccc3)no2)cc(OC)c1C (stereo not given)
10. CC(=N)c1c(O)c2ccccc2oc1=O
compound no.	1	2	3	4	5	6	7	8	9	10
PglD DTNB	3	-4	3	-1	-3	6	0	0	1	x
C2C12 statin	49	0	2	-1	10	-4	4	x	u	x
INS-1E GSIS act	x	x	7	-1	18	-3	-4	x	9	10
Cneo AK release	-4	5	-2	-3	3	-1	-1	0	-1	x
FN deposition inh	x	-7	-6	8	-4	-1	-6	12	-3	4
PGC1a acetyl inh	1	1	-16	x	0	-3	-3	-6	-1	4
CFTR F508del cor	x	x	2.2	4.3	4.1	-0.3	-2.0	x	-3.3	-1.1
miR-122 sensor	-4	11	10	-3	x	6	-3	-15	8	x

Five entries drawn at random from those above:
3. CC1(C)[C@H]2CC[C@]1(C)[C@@H](OC(=O)C[N+]1(C)CCOCC1)C2
2. CCC(=O)N1CCc2cc(S(=O)(=O)NC(C(=O)N3CCc4ccccc4C3)C(C)C)ccc21 (stereo not given)
10. CC(=N)c1c(O)c2ccccc2oc1=O
4. Cc1ccccc1C(=O)N1CCC(C(=O)Nc2ccccc2Cl)CC1
9. COc1cc(C(=O)N2CCCCC2c2cc(C(=O)Nc3ccccc3)no2)cc(OC)c1C (stereo not given)
compound no.	3	2	10	4	9
PglD DTNB	3	-4	x	-1	1
C2C12 statin	2	0	x	-1	u
INS-1E GSIS act	7	x	10	-1	9
Cneo AK release	-2	5	x	-3	-1
FN deposition inh	-6	-7	4	8	-3
PGC1a acetyl inh	-16	1	4	x	-1
CFTR F508del cor	2.2	x	-1.1	4.3	-3.3
miR-122 sensor	10	11	x	-3	8

Following part
11. CCC(=O)NC(c1cccs1)c1cc([N+](=O)[O-])c2cccnc2c1O (stereo not given)
12. Cc1noc(C)c1NC(=O)Nc1ccc2c(c1)C(=O)N([C@@H](C)CO)C[C@H](C)[C@@H](CN(C)S(=O)(=O)c1c(C)noc1C)OCCCC[C@@H](C)O2
13. COc1ccc(-n2cnnc2SCC(=O)Nc2cc(C)on2)cc1
14. C[C@@H]1CN([C@@H](C)CO)C(=O)c2cc(/C=C/c3ccccc3)cnc2O[C@H]1CN(C)C(=O)c1ccncc1
15. Cc1ccc(-c2ccccc2)n1-c1ccc(C(=O)O)cc1
16. CCN(CC(=O)Nc1c(F)cccc1F)C(=O)CN1C(=O)NC2(CCCC2)C1=O
17. CCOc1cc(/C=N/NC(=O)c2ccncc2)ccc1OC(=O)c1ccccc1
18. O=Nc1c(O)n(Cc2ccc(Cl)cc2)c2ccccc12
19. OCCN1CCN(C(=S)c2ccc(-c3ccccc3)cc2)CC1
20. Nc1nc(SCC(=O)Nc2ccccc2)[nH]c(=O)c1-c1ccccc1
compound no.	11	12	13	14	15	16	17	18	19	20
PglD DTNB	1	-3	x	-1	1	-3	5	-1	-2	-4
C2C12 statin	-37	u	x	x	9	x	11	37	x	2
INS-1E GSIS act	-10	4	1	5	-4	-6	6	x	22	8
Cneo AK release	2	-4	x	4	-2	-2	3	0	1	2
FN deposition inh	11	x	-3	x	7	-4	1	15	6	x
PGC1a acetyl inh	9	-1	-8	-2	x	x	x	-11	x	-9
CFTR F508del cor	3.4	1.1	-1.9	2.6	-5.9	0.8	1.5	x	-1.1	1.6
miR-122 sensor	-2	3[16.7 µM]	x	-4[16.7 µM]	1	x	-1	-15	5	-7

21. Cc1ccc(OCC(=O)N2CCN(C(=O)c3cccc(F)c3)CC2)cc1
22. Cc1ncc(CN2CCC(n3nccc3NC(=O)c3ccccc3)CC2)s1
23. COc1cc(C(=O)NCCCN2CCCC2=O)cc(Br)c1OCc1ccccc1
24. N#CCCn1cc(/C=N/O)c(-c2ccc(Cl)cc2)n1
25. CCOc1ccc(C(=O)NCCN2CCCCC2)c(OCC)c1
26. c1ccc(Oc2ccc(-c3cc(NCCc4cccnc4)n4nccc4n3)cc2)cc1
27. O=C(CNC(=O)c1ccccn1)N=Nc1c(O)[nH]c2ccccc12
28. O=C(C[C@@H]1C[C@@H]2c3cc(NS(=O)(=O)c4ccccc4)ccc3O[C@@H]2[C@@H](CO)O1)NCC1CC1
29. COCC#Cc1ccc([C@H]2[C@@H](CO)N3CCCCN(S(=O)(=O)c4cccc(OC)c4)C[C@@H]23)cc1
30. CCOC(=O)c1cc(CC)sc1NC(=O)COC(=O)C1CCC1
compound no.	21	22	23	24	25	26	27	28	29	30
PglD DTNB	2	0	1	0	4	4	3	-2	5	-5
C2C12 statin	4	2	3	-11	15	-2	0	-3	x	5
INS-1E GSIS act	0	1	x	x	0	31	-4	-12	22	50
Cneo AK release	-1	1	5	4	6	0	1	3	-2	1
FN deposition inh	x	8	13	9	-7	2	-11	-18	x	7
PGC1a acetyl inh	x	x	-15	10	4	x	x	-1	-12	x
CFTR F508del cor	-1.7	1.8	-0.9	x	-0.2	-5.5	-0.7	-1.3	1.5	-0.6
miR-122 sensor	-3	-4	x	-4	0	-4	x	8[16.7 µM]	2[16.7 µM]	x

31. CC1C[N+](=C2C=C(N3CCOCC3)CC(C)(C)C2)CC(C)O1 (stereo not given)
32. O=C(NCC(c1ccco1)N1CCc2ccccc2C1)C(=O)Nc1ccc(F)cc1F (stereo not given)
33. COc1ccc(C(=O)CC(=O)C(=O)Nc2ccc(OC)c(Cl)c2)cc1
34. Cc1noc(C)c1NC(=O)Nc1ccc2c(c1)CC(=O)N([C@H](C)CO)C[C@@H](C)[C@H](CN(C)Cc1ccc(Cl)c(Cl)c1)O2
35. CC(=O)N1c2ccc(S(=O)(=O)NCCC(=O)Nc3ncccc3C)cc2CC1C (stereo not given)
36. CCC1CCCCN1Cc1nc2c(c(=O)n(C)c(=O)n2C)n1CCC(C)C (stereo not given)
37. C[C@H]1CN([C@@H](C)CO)S(=O)(=O)c2ccc(/C=C/c3ccccc3)cc2O[C@@H]1CN(C)C
38. CN(C(=O)c1cccc(NC(=O)Cc2ccc(NC(=O)C3CCN(C(=O)CCc4ccccc4)CC3)cc2)c1)C1CCCCC1
39. O=[n+]1c2c(n([O-])c3cc(Cl)ccc31)CCCC2
40. O=C(Cc1ccncc1)N[C@@H]1CC[C@H](CCn2cc(-c3ccccc3F)nn2)O[C@@H]1CO
compound no.	31	32	33	34	35	36	37	38	39	40
PglD DTNB	-1	-2	3	-13	1	1	0	13	-4	0
C2C12 statin	x	13	5	44	-4	1	-39	-22	7	2
INS-1E GSIS act	-5	-13	7	-14	5	x	-2	-10	x	6
Cneo AK release	2	0	2	-2	0	-4	3	-1	-1	2
FN deposition inh	0	0	4	x	9	-2	7	-2	x	9
PGC1a acetyl inh	7	5	1	-2	0	x	-20	-1	9	-6
CFTR F508del cor	-0.6	-5.1	-0.1	-5.0	1.8	2.8	-2.2	-3.7	x	-1.6
miR-122 sensor	-14	2	-5	72[16.7 µM]	-1	x	-9[16.7 µM]	-4	2	2[16.7 µM]

41. O=C(NCc1ccc(F)cc1)c1cc(C2CCCCN2C(=O)OCCF)on1 (stereo not given)
42. Cn1cnc(S(=O)(=O)N2CCCCN3[C@H](C2)[C@@H](c2ccc(-c4ccccc4F)cc2)[C@@H]3CO)c1
43. CCN(c1ccccc1)S(=O)(=O)c1cc(C(=O)NCc2ccco2)ccc1C
44. N#C[C@@H]1[C@H](c2ccccc2-c2ccccc2F)[C@@H](CO)N1C(=O)C1CCC1
45. Nc1nc(C23CC4CC(CC(C4)C2)C3)[nH]c(=O)n1
46. O=C1CC(c2cccs2)Sc2nc3ccccc3n21 (stereo not given)
47. Cn1ccnc1C(=O)c1cc(SCC(=O)NC2CC2)nc2ccccc12
48. CCNS(=O)(=O)c1ccc(CCC(=O)N2CCN(c3ccccc3F)CC2)cc1
49. OC1CCC(Nc2ccn3nc(-c4cccc(OCc5ccccc5)c4)cc3n2)CC1 (stereo not given)
50. COc1ccc(S(=O)(=O)Nc2ccc3c(c2)C(=O)N([C@H](C)CO)C[C@@H](C)[C@H](CN(C)S(=O)(=O)c2ccc(F)cc2)O3)cc1
compound no.	41	42	43	44	45	46	47	48	49	50
PglD DTNB	1	0	-1	x	7	0	6	0	0	-2
C2C12 statin	3	-12	-5	x	x	x	7	0	-12	x
INS-1E GSIS act	-6	-10	-44	3	x	x	-13	-5	x	-6
Cneo AK release	3	0	-1	x	-3	0	-1	-2	-1	-2
FN deposition inh	3	x	x	-7	4	-2	x	5	2	-17
PGC1a acetyl inh	-2	3	-1	-8	-5	15	-3	17	0	-5
CFTR F508del cor	-3.5	1.9	-0.7	0.6	-0.5	x	0.9	1.4	-1.3	1.0
miR-122 sensor	-3	13[16.7 µM]	27	x	4	5	1	0	x	6[16.7 µM]

51. O=C(N/N=C/c1ccc[nH]1)c1ccc(COc2cccc3cccnc23)cc1
52. Cc1cccc(C)c1OCc1cc(C(=O)NC2CCC(O)CC2)no1 (stereo not given)
53. Cc1ccc2[nH]c(C)c(/C=N/Nc3nc4ccccc4s3)c2c1
54. CN(C)C(=O)C[C@@H]1CC[C@H]2[C@@H](COC[C@@H](O)CN2Cc2ccc(C(F)(F)F)cc2)O1
55. COc1ccc(NC(=O)Nc2ccc3c(c2)C(=O)N([C@H](C)CO)C[C@H](C)[C@@H](CN(C)Cc2ccc(Cl)c(Cl)c2)O3)cc1
56. C/C(=N\NC(=O)c1cccs1)c1ccc(C(=O)O)s1
57. O=C(CCn1c(=O)[nH]c2ccccc2c1=O)NCCCN1CCN(c2cccc(Cl)c2)CC1
58. CNC(=S)N/N=C/c1c(C(=O)OC)cnn1-c1ccc(F)cc1F
compound no.	51	52	53	54	55	56	57	58
PglD DTNB	-2	1	3	2	-2	1	4	1
C2C12 statin	-105	-13	1	0	-41	x	3	x
INS-1E GSIS act	7	19	x	4	-18	10	x	-12
Cneo AK release	0	-1	3	0	0	-1	1	5
FN deposition inh	0	x	2	-13	-9	x	x	4
PGC1a acetyl inh	-6	2	-14	13	3	36	-6	-18
CFTR F508del cor	-1.2	1.9	x	0.6	0.5	-1.1	x	-1.2
miR-122 sensor	-19	-1	-1	3[16.7 µM]	-8[16.7 µM]	-4	1	2
